D3 ag: qHTS of D3 Dopamine Receptor Agonist: qHTS; D(3) dopamine receptor (Homo sapiens), P35462; D3R DiscoveRx beta-arrestin cells, luminescence, 90 min; max activation, %; actives 0.58% (n = 410,000); AID 652048, 2013; in the data active means max activation above about 30%; further: 0% is about no effect; mostly tested at two doses, the higher about 12 µM
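Agonist-mode cell screen: cells plated at 1500/well and incubated overnight at 37 °C, then exposed to library compounds for 90 min at 37 °C. Detection reagent was added for 30–60 min at room temperature, and luminescence was read.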
CCT chaperon mod: High-Throughput Screening for Modulators of Cytosolic Chaperonin Activity; actives 0.3% (n = 360,000); activity change, % (no concentration beside the values), hits read low; purified chaperonin ATPase assay, HTRF ADP detection, 30 min; AID 651819, 2012; in the data active means activity change below about -30%; further: on the % scale 0 is the no-effect control and ±100 the full control effect
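TRiC at 40 or 20 nM final (batch-dependent) in 30 mM Tris pH 7.4, 100 mM KCl, 5 mM MgCl2, 1 mM DTT, with compound at single 76 uM and 10 uM ATP, 30 min at 37 deg C. ADP detected by HTRF Transcreener, 665/615 ratio.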
pAkt inh: HTS Assay for Inhibitors of Akt Phophorylation: Primary Screen; Neuro2A IGF-stimulated pAkt S473 HTRF, 20 min; hits give low values; activity change, % for hits at 50 µM; actives 0.32% (n = 360,000); AID 651550, 2012; in the data active means activity change below about -80%; inconclusive means mostly about -51% to -80%; further: on the % scale 0 is the no-effect control and ±100 the full control effect
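Neuro2A cells (4,500/well, DMEM with 0.5% FBS) were treated with compound at a single 50 µM final concentration, stimulated with 6 nM IGF for 20 min at 37 °C, and lysed. Phospho-Akt Ser473 was read by HTRF as 665/615 ratio ×10^4.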
EPAC2 antagonist: qHTS for Antagonist of cAMP-regulated guanine nucleotide exchange factor 2 (EPAC2): primary screen. EPAC2 GEF exchange of Rap1B-BODIPY-GDP, fluorescence. Potency, µM (series often up to 114 µM), for inactives: at the top dose activity, negative = inhibition, usual class: inhibitors. actives 0.18% (n = 360,000); further: potency means the concentration at half of the fitted maximal effect; on the % scale 0 is the no-effect control and ±100 the full control effect; nearly all actives have a fitted effect of over 45% in size; many of its hits are not listed in these tables
Target sequence (Q8WZA2 whole entry, looked up): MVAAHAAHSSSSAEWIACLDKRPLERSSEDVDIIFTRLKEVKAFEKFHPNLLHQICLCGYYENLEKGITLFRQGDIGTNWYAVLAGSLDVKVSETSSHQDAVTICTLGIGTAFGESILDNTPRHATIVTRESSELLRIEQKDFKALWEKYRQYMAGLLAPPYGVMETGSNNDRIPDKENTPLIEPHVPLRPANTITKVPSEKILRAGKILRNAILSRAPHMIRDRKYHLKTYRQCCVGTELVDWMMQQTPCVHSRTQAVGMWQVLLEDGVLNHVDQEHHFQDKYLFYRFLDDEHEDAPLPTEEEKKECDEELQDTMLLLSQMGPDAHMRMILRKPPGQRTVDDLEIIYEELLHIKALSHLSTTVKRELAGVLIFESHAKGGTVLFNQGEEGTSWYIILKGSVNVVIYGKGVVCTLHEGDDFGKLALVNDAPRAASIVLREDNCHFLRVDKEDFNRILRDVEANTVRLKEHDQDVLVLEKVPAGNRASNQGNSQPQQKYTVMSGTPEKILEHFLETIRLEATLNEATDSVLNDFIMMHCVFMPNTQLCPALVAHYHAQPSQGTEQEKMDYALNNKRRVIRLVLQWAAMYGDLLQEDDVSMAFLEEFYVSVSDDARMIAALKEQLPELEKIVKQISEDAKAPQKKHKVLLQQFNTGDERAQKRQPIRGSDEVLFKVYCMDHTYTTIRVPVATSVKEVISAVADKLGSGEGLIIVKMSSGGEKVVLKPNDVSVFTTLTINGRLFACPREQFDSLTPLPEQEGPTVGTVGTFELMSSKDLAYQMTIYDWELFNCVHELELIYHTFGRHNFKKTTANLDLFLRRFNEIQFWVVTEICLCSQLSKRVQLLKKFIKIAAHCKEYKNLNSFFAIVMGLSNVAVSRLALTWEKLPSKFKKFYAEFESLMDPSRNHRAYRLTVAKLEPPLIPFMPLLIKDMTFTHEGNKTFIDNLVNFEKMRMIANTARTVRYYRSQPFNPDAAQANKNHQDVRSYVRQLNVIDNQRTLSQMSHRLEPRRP
MmCpn inh: Inhibitors of TCP-1 ring complex (TRiC) of Methanococcus maripaludis (MmCpn): qHTS. purified Mm-Cpn ATPase, ADP Transcreener TR-FRET. Potency, µM (titrated, usually from 76.9 µM), without a hit: at the highest dose activity, negative = inhibition, usual class: inhibitors. actives 0.031% (n = 330,000). Chaperonin Mm-Cpn (Methanococcus maripaludis). AID 504842, 2011; further: potency means the concentration at half of the fitted maximal effect; on the % scale 0 is the no-effect control and ±100 the full control effect; nearly all actives have a fitted effect of over 80% in size
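Quantitative HTS used 25 nM Mm-CPN and 10 uM ATP in magnesium/KCl Tris buffer, pH 7.4, with 1 mM DTT. Hydrolysis ran 30 min at 37°C; ADP was read by HTRF.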
D3 antag: qHTS of D3 Dopamine Receptor Antagonist: qHTS; actives 2.5% (n = 360,000); D3R cells, DiscoveRx beta-arrestin luminescence, antagonist mode; hits give low values; max response, negative = inhibition, %; in the data active means max response below about -50%; inconclusive means no clear call, values can overlap the other calls; further: on the % scale 0 is the no-effect control and ±100 the full control effect; mostly tested at two doses, the higher about 12 µM
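Cells plated overnight at 1500 cells/well, then exposed to library compounds with dopamine controls for 90 minutes at 37 degrees C. DiscoveRx reagent added for 30–60 minutes at room temperature; luminescence read, quantitative HTS format.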
PTHR1 ag: qHTS for PTHR1 Agonists: Primary Screen. Parathyroid hormone/parathyroid hormone-related peptide receptor (Homo sapiens), Q03431. HEK293 GP2 PTHR1 cells, GloSensor cAMP luminescence, 1 h. Potency, µM (doses to about 115 µM), for the others: at the highest dose activation, actives largely listed as activators. actives 0.075% (n = 410,000). AID 743266, 2014; further: potency means the concentration at half of the fitted maximal effect; nearly all actives have a fitted effect of over 55% in size; some results filed as inactive show a strong effect at the top dose; inactives centre near -15; many of its hits are not listed in these tables
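HEK-293-derived GP2 cells expressing PTHR1 and a GloSensor cAMP reporter, 3,000/well, plated overnight, given luciferin plus IBMX (each 0.5 mM as added) for 1 h at 37 °C, then compound for 1 h at 37 °C. Luminescence was read after 15 min at room temperature.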
EPAC2 ag: qHTS for Agonist of cAMP-regulated guanine nucleotide exchange factor 4 (EPAC2): primary screen; actives 0.079% (n = 360,000); Rap guanine nucleotide exchange factor 4 (Homo sapiens), Q8WZA2; EPAC2 activation, biochemical qHTS; response scale: 100% = 6.5 mM cAMP response; Potency, µM (series often up to 154 µM), without a hit: at the highest dose activation, hits mostly activators; further: potency means the concentration at half of the fitted maximal effect; nearly all actives have a fitted effect of over 50% in size
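Each well held 100 nM EPAC2, 250 nM RAP1B-BODIPY-GDP and 50 uM GDP. Fluorescence, read at 5-min intervals to 30 min, was referenced to a 6.5 mM cAMP positive control.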
The depositor's hits bear a star; [ ] = another dose, or the depositor's remark. Unless noted, the call rests on the fitted dose curve; in most records, active means well fitted curve in the direction sought with a large enough effect; inconclusive means small, poorly fitted or top-dose-only effect, or another doubt; inactive means no such curve, though single readings can be large; an effect the other way counts as inactive or inconclusive. Not all compounds are listed; the hit share may differ from the screen's.

How did N#Cc1ccc(CSc2nnc(NC(=O)C3CCCO3)s2)cc1 (stereo not given) do in these assays?
D3 ag: 2.3; CCT chaperon mod: 0.2; pAkt inh: inactive; EPAC2 antagonist: 12.2%; MmCpn inh: 0.2%; D3 antag: -21.5; PTHR1 ag: -17.9%[57.5 µM]; EPAC2 ag: -3.0%

How did O=C(NCc1ccco1)C(=O)NCC1OCCCN1S(=O)(=O)c1ccc(Cl)cc1 (stereo not given) do in these assays?
D3 ag: -3.1; CCT chaperon mod: 0.0; pAkt inh: inactive; EPAC2 antagonist: 3.0%[57.1 µM]; MmCpn inh: 3.1%; D3 antag: 2.3; PTHR1 ag: -1.9%; EPAC2 ag: 7.2%

What do the screens show for `COCCN1C(=O)C(=O)/C(=C(/O)c2ccc(S(=O)(=O)N3CCOCC3)cc2)C1c1cccc([N+](=O)[O-])c1` (stereo not given)?
D3 ag: -1.8; CCT chaperon mod: -12.5; pAkt inh: inactive; EPAC2 antagonist: -7.9%; MmCpn inh: -0.4%; D3 antag: -1.2; PTHR1 ag: -0.1%; EPAC2 ag: -2.3%

Results for Cc1cc(OCC(=O)N(C)c2c(N)n(Cc3ccccc3)c(=O)[nH]c2=O)c(C(C)C)cc1Cl ?
D3 ag: 12.6; CCT chaperon mod: -0.6; pAkt inh: inactive; EPAC2 antagonist: 5.7%; MmCpn inh: 3.6%; D3 antag: 1.7; PTHR1 ag: inactive; EPAC2 ag: -6.5%

What do the screens show for `Cc1nn2c(c1-c1ccccc1)N=C(c1ccco1)CC2c1ccccc1` (stereo not given)?
D3 ag: 0.8; CCT chaperon mod: -0.4; pAkt inh: inactive; EPAC2 antagonist: -2.9%; MmCpn inh: -3.9%; D3 antag: -29.3; PTHR1 ag: inactive; EPAC2 ag: 11.7%

How did COc1cc(S(=O)(=O)Nc2cccc3cn[nH]c23)c(OC)cc1C do in these assays?
D3 ag: -12.6; CCT chaperon mod: -0.4; pAkt inh: inactive; EPAC2 antagonist: -17.5%; MmCpn inh: 1.7%; D3 antag: 16.0; PTHR1 ag: -57.6%; EPAC2 ag: -5.5%

What do the screens show for `Cc1nnc(N/N=C\c2ccc(-c3ccccc3[N+](=O)[O-])o2)n1N`?
D3 ag: -2.4; CCT chaperon mod: 3.2; pAkt inh: inactive; EPAC2 antagonist: -3.3%; MmCpn inh: inconclusive; D3 antag: -11.3; PTHR1 ag: -10.1%; EPAC2 ag: -1.7%

What do the screens show for `COc1ccc(OC)c(NC(=S)N2CCN(C/C=C/c3ccccc3)CC2)c1`?
D3 ag: -1.1; CCT chaperon mod: 1.3; pAkt inh: inactive; EPAC2 antagonist: 2.0%; MmCpn inh: -0.8%; D3 antag: -23.5; PTHR1 ag: -4.6%[57.5 µM]; EPAC2 ag: -4.8%

How did Cc1ccc(S(=O)(=O)N2[C@@H](Cc3ccccc3)CO[C@H]2CC(=O)c2ccccc2)cc1 do in these assays?
D3 ag: -11.4; pAkt inh: inactive; EPAC2 antagonist: 11.6%; D3 antag: -26.9; PTHR1 ag: -23.5%; EPAC2 ag: 11.4%

Results for CCOc1cc(C(=O)NCc2ccc(-c3nc4ccccc4o3)cc2)cc(OCC)c1OCC ?
D3 ag: -35.3; CCT chaperon mod: -0.6; pAkt inh: inactive; EPAC2 antagonist: -0.9%; MmCpn inh: -12.6%; D3 antag: -19.0; PTHR1 ag: inactive; EPAC2 ag: 4.7%

How did CC1(C)CC(=O)C2=C(C1)OC(/N=C/N1CCOCC1)=C(C#N)C2c1ccccc1 (stereo not given) do in these assays?
D3 ag: -8.3; CCT chaperon mod: 1.3; pAkt inh: inactive; EPAC2 antagonist: -0.2%; MmCpn inh: -0.4%; D3 antag: 11.7; PTHR1 ag: -11.2%[57.5 µM]; EPAC2 ag: 7.1%

What do the screens show for `CCOC(=O)c1ccc(NC(=O)CC2COc3ccccc3O2)cc1` (stereo not given)?
D3 ag: -6.2; CCT chaperon mod: 0.3; pAkt inh: inactive; EPAC2 antagonist: -8.3%; MmCpn inh: -2.9%; D3 antag: 22.4; PTHR1 ag: inactive; EPAC2 ag: 17.0%

Results for CCc1cc(C(=O)Nc2ccccc2N2CCOCC2)sc1C ?
D3 ag: -2.7; CCT chaperon mod: -2.2; pAkt inh: inactive; EPAC2 antagonist: 2.1%; MmCpn inh: -1.5%; D3 antag: -12.5; PTHR1 ag: inactive; EPAC2 ag: 9.6%

How did CC(=O)Nc1ccc(S(=O)(=O)Nc2ccccc2N2CCOCC2)cc1Cl do in these assays?
D3 ag: -8.3; CCT chaperon mod: -4.2; pAkt inh: inactive; EPAC2 antagonist: -10.2%; MmCpn inh: 1.3%; D3 antag: 0.0; PTHR1 ag: -17.3%; EPAC2 ag: 4.3%

How did Cc1noc(C)c1C(=O)Nc1sc(C)c(C)c1C#N do in these assays?
D3 ag: -17.9; CCT chaperon mod: -1.2; pAkt inh: inactive; EPAC2 antagonist: -3.8%; MmCpn inh: -2.2%; D3 antag: -8.8; PTHR1 ag: inactive; EPAC2 ag: 9.4%

How did Cc1ccc(Cl)cc1NC(=O)CC(O)(C(F)(F)F)C(F)(F)F do in these assays?
D3 ag: 3.4; CCT chaperon mod: 1.3; pAkt inh: inactive; EPAC2 antagonist: -4.4%; MmCpn inh: -2.2%; D3 antag: 14.5; PTHR1 ag: -19.1%[57.5 µM]; EPAC2 ag: -2.7%

How did COc1ccc(-c2cc(=O)oc3c(C)c(O)ccc23)cc1 do in these assays?
D3 ag: 4.1; CCT chaperon mod: 2.9; pAkt inh: inactive; EPAC2 antagonist: -4.6%; MmCpn inh: -6.2%; D3 antag: 70.9; PTHR1 ag: -19.4%; EPAC2 ag: 3.4%

Results for Cc1ccc(-c2c(C(=O)N/N=C/c3ccc(OC(C)C)cc3)nnn2-c2nonc2N)cc1 ?
D3 ag: -1.1; CCT chaperon mod: 0.3; pAkt inh: inactive; EPAC2 antagonist: 4.3%; MmCpn inh: -2.3%; D3 antag: -10.5; PTHR1 ag: inactive; EPAC2 ag: 3.1%

Results for COc1ccc(C(=O)Oc2cc(C)[nH]c(=O)c2[N+](=O)[O-])cc1 ?
D3 ag: 0.4; CCT chaperon mod: -1.3; pAkt inh: inactive; EPAC2 antagonist: 0.4%; MmCpn inh: 1.4%; D3 antag: -17.4; PTHR1 ag: -7.8%; EPAC2 ag: 5.2%

What do the screens show for `CC(=O)c1cccc(NC(=O)/C(=C\c2cccnc2)NC(=O)c2ccc(C)cc2)c1`?
D3 ag: -2.9; CCT chaperon mod: -0.3; pAkt inh: inactive; EPAC2 antagonist: -2.2%; MmCpn inh: -2.2%; D3 antag: -2.1; PTHR1 ag: inactive; EPAC2 ag: 5.4%

Continued, overlapping the part above by three compounds.
Results for Cc1ccc(-c2c(C(=O)N/N=C/c3ccc(OC(C)C)cc3)nnn2-c2nonc2N)cc1 ?
D3 ag: -1.1; CCT chaperon mod: 0.3; pAkt inh: inactive; EPAC2 antagonist: 4.3%; MmCpn inh: -2.3%; D3 antag: -10.5; PTHR1 ag: inactive; EPAC2 ag: 3.1%

Results for COc1ccc(C(=O)Oc2cc(C)[nH]c(=O)c2[N+](=O)[O-])cc1 ?
D3 ag: 0.4; CCT chaperon mod: -1.3; pAkt inh: inactive; EPAC2 antagonist: 0.4%; MmCpn inh: 1.4%; D3 antag: -17.4; PTHR1 ag: -7.8%; EPAC2 ag: 5.2%

What do the screens show for `CC(=O)c1cccc(NC(=O)/C(=C\c2cccnc2)NC(=O)c2ccc(C)cc2)c1`?
D3 ag: -2.9; CCT chaperon mod: -0.3; pAkt inh: inactive; EPAC2 antagonist: -2.2%; MmCpn inh: -2.2%; D3 antag: -2.1; PTHR1 ag: inactive; EPAC2 ag: 5.4%

Results for CNC(=O)N(O)C1N(/N=C/c2c(F)cccc2Cl)C(=S)SC1(C)C (stereo not given) ?
D3 ag: -3.6; CCT chaperon mod: 1.1; pAkt inh: inactive; EPAC2 antagonist: 8.5%; MmCpn inh: -28.4%; D3 antag: -7.0; PTHR1 ag: inactive; EPAC2 ag: 7.2%

How did Cc1ccc(N2CC(C(=O)Nc3cccnc3)CC2=O)cc1Cl (stereo not given) do in these assays?
D3 ag: -18.7; CCT chaperon mod: -0.2; pAkt inh: inactive; EPAC2 antagonist: 6.1%; MmCpn inh: 2.0%; D3 antag: -26.0; PTHR1 ag: inactive; EPAC2 ag: 5.3%

What do the screens show for `CNC(=O)[C@H](C)[C@@H]1C[C@@]1(C)[C@@H](NC(=O)OCc1ccccc1)c1ccccc1`?
D3 ag: -0.9; CCT chaperon mod: -0.1; pAkt inh: inactive; EPAC2 antagonist: 14.8%; MmCpn inh: -1.2%; D3 antag: 6.0; PTHR1 ag: -43.1%; EPAC2 ag: 9.7%

Results for COc1ccccc1C(=O)N/C(=C/c1ccco1)C(=O)Nc1ccc(C(=O)O)cc1 ?
D3 ag: 1.8; CCT chaperon mod: 0.2; pAkt inh: inactive; EPAC2 antagonist: 10.1%; MmCpn inh: -4.1%; D3 antag: 6.1; PTHR1 ag: -5.0%; EPAC2 ag: 1.9%

Results for O=C(CSc1cn(Cc2cccc(F)c2)c2ccccc12)NCc1ccc(F)cc1 ?
D3 ag: 0.1; CCT chaperon mod: 0.6; pAkt inh: inactive; EPAC2 antagonist: -12.7%; MmCpn inh: -0.1%; D3 antag: -8.6; PTHR1 ag: inactive; EPAC2 ag: -3.4%

How did CCOC(=O)c1c(NC(=O)c2cc3n(n2)C(C(F)(F)F)CC(c2ccccc2)N3)sc(C)c1C (stereo not given) do in these assays?
D3 ag: 3.5; CCT chaperon mod: -3.6; pAkt inh: inactive; EPAC2 antagonist: -14.3%; MmCpn inh: -1.4%; D3 antag: inconclusive; PTHR1 ag: -4.8%; EPAC2 ag: 2.0%

Source: PubChem BioAssay
